# Bioassay records deposited in PubChem BioAssay by National Center for Advancing Translational Sciences (NCATS).
# EPAC1 antag = qHTS for Antagonist of cAMP-regulated guanine nucleotide exchange factor 3 (EPAC1): primary screen; Rap guanine nucleotide exchange factor 3 (Homo sapiens), O95398; EPAC1 GEF assay, Rap1b-BODIPY-GDP exchange fluorescence; Potency, µM (series often up to 115 µM), inactives show at the top dose activity change, negative = inhibition, hits mostly inhibitors; 360,000 tested, 0.14% active;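 note: plate controls were vehicle for no effect and positive control for full effect; nearly all actives have a fitted effect of over 50% in size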
# FUS suppressor = qHTS for Suppressors of FUS Proteinopathy: Primary screen using FUS-linked yeast assay | S. cerevisiae FUS-expressing, growth rescue, OD600, 24 h | Potency, µM (titrated, usually from 76.6 µM), without a hit: top-dose growth rescue (activation), actives largely listed as activators | 390,000 tested, 0.24% active | AID 1347120, 2019;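 note: plate controls were DMSO vehicle for no effect and reference control for full effect; nearly all actives have a fitted effect of over 55% in size; some results filed as inactive show a strong effect at the top dose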
#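 Yeast expressing FUS under galactose induction, OD 0.005 in 2% galactose medium; compounds in a dilution series, 24 h at 30C. Growth rescue by absorbance at 600 nm; CP55940 positive control, DMSO negative.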
# EPAC2 antag = qHTS for Antagonist of cAMP-regulated guanine nucleotide exchange factor 2 (EPAC2): primary screen; Rap guanine nucleotide exchange factor 4 (Homo sapiens), Q8WZA2; EPAC2 GEF exchange of Rap1B-BODIPY-GDP, fluorescence; Potency, µM (titrated, usually from 114 µM), inactives show at the top dose activity, negative = inhibition, usual class: inhibitors; 360,000 tested, 0.18% active; AID 720708, 2013; note: % is set by controls: 0 for no effect and ±100 for the full control effect; nearly all actives have a fitted effect of over 45% in size; many of its hits are not listed in these tables
# Target sequence (Q8WZA2 whole entry, looked up): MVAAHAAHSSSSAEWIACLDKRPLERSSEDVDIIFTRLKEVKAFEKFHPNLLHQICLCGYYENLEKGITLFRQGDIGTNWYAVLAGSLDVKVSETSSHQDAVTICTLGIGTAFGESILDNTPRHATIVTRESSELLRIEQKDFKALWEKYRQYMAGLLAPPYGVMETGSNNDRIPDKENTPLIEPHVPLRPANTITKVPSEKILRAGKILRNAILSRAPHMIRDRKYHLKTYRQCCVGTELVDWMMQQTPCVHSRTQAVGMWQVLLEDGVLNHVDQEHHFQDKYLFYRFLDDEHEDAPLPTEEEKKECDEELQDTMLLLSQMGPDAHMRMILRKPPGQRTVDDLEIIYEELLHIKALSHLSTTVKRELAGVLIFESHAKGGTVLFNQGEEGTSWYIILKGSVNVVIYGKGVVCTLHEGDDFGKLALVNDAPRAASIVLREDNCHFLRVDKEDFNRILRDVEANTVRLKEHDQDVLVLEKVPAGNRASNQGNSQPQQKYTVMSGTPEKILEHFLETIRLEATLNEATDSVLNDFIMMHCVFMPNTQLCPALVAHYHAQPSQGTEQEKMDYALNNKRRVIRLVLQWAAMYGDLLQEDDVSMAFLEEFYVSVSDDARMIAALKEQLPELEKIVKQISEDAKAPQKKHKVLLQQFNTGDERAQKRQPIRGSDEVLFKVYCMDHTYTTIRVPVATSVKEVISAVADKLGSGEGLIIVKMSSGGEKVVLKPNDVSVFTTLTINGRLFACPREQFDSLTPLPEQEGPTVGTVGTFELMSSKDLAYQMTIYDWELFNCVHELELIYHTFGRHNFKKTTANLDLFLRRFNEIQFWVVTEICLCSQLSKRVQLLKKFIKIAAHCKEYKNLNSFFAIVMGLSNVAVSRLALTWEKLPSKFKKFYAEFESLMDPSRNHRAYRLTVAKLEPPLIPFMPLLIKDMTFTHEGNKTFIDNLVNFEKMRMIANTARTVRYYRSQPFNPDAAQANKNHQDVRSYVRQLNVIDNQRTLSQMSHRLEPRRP
# EPAC2 ag = qHTS for Agonist of cAMP-regulated guanine nucleotide exchange factor 4 (EPAC2): primary screen; Rap guanine nucleotide exchange factor 4 (Homo sapiens), Q8WZA2; EPAC2 activation, biochemical qHTS; response scale: 100% = 6.5 mM cAMP response; Potency, µM (titrated, usually from 154 µM), for inactives: top-dose activation, hits mostly activators; 360,000 tested, 0.079% active; AID 720711, 2013; note: nearly all actives have a fitted effect of over 50% in size
#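 Compounds were titrated in qHTS against a Rap1B-BODIPY-GDP (250 nM) complex with EPAC2 (100 nM) and GDP (50 uM). BODIPY-GDP release tracked at 480/540 nm over 30 min at room temperature, normalized to 6.5 mM cAMP.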
# EPAC1 ag = qHTS for Agonist of cAMP-regulated guanine nucleotide exchange factor 3 (EPAC1): primary screen; 360,000 tested, 0.073% active; Rap guanine nucleotide exchange factor 3 (Homo sapiens), O95398; AID 720707, 2013; Potency, µM (titrated, usually from 154 µM), for the others: at the top dose activation, most hits filed as activators; EPAC1 agonist qHTS, biochemical assay; response scale: 100% = response to 6.5 mM cAMP; note: nearly all actives have a fitted effect of over 60% in size
#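 Fluorescent GDP-exchange assay: 100 nM EPAC1 with 250 nM Rap1B preloaded with BODIPY-GDP and 50 uM GDP; compounds tested as concentration series, 5 min at room temperature, then read every 5 min for 30 min (ex 480/em 540 nm); normalized to 6.5 mM cAMP.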
# PTHR1 ag = qHTS for PTHR1 Agonists: Primary Screen. AID 743266, 2014. HEK293 GP2 PTHR1 cells, GloSensor cAMP luminescence, 1 h. 410,000 tested, 0.075% active. Parathyroid hormone/parathyroid hormone-related peptide receptor (Homo sapiens), Q03431. Potency, µM (series often up to 115 µM), for inactives: top-dose activation, usual class: activators; note: nearly all actives have a fitted effect of over 55% in size; some results filed as inactive show a strong effect at the top dose; inactives centre near -15; many of its hits are not listed in these tables
#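 HEK-293-derived GP2 cells expressing PTHR1 and a GloSensor cAMP reporter, 3,000/well, plated overnight, given luciferin plus IBMX (each 0.5 mM as added) for 1 h at 37 °C, then compound for 1 h at 37 °C. Luminescence was read after 15 min at room temperature.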
# aSyn rescue = qHTS of alpha-syn Inhibitors | Yeast expressing alpha-synuclein, growth rescue, BacTiter-Glo, 24 h | Potency, µM (highest dose often 46.1 µM), without a hit: top-dose growth rescue (activation), most hits filed as activators | 370,000 tested, 0.14% active | AID 652106, 2013; note: % of control where 0% means no effect; nearly all actives have a fitted effect of over 65% in size
#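 Galactose-induced alpha-syn yeast (OD600=0.02, raffinose-pregrown) + pinned cpd, 24 hr, 30 deg C; growth by BacTiter-Glo luminescence. Growth restoration scores as activation.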
# TDP-43 yeast inh = qHTS of TDP-43 Inhibitors | TDP-43 expressing yeast growth rescue, BacTiter-Glo, 24 h | Potency, µM (series often up to 46.1 µM), without a hit: at the top dose growth rescue (activation), usual class: activators | 410,000 tested, 1.8% active; note: % of control where 0% means no effect; nearly all actives have a fitted effect of over 50% in size
#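 Readout is BacTiter-Glo luminescence of cell growth, so inhibitors register as activators. TDP-43-expressing yeast at OD600=0.02 in galactose medium, after raffinose pregrowth to mid-log, were incubated with compound for 24 hr at 30 deg C.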
# The depositor's hits bear a star; i = inactive; ? = inconclusive; / = not tested or not shown; [ ] = dose if it differs, or a comment. Calls come from the whole dose curve; as a rule, active = well fitted curve in the direction sought with a large enough effect; inconclusive = small, poorly fitted or top-dose-only effect, or another doubt; inactive = no such curve, though single readings can be large; an effect the other way counts as inactive or inconclusive. Potency is the fitted concentration of half-maximal effect. Some of the compounds tested; the hit share may differ from the screen's.
SMILES,EPAC1 antag,FUS suppressor,EPAC2 antag,EPAC2 ag,EPAC1 ag,PTHR1 ag,aSyn rescue,TDP-43 yeast inh
CCOC(=O)CNC(=O)CC(c1cc(OC)c(OC)c(OC)c1)N1Cc2ccccc2C1=O (configuration not stated),/,-9%,/,/,/,-15%,1%,7%
CN(C)/C(Cn1cncn1)=C1/N=C(c2ccccc2)OC1=O,-13%,-23%,1%,6%,0%,-10%,3%,8%
Cc1ccccc1C(=O)N=c1sccn1C,0%,38%,-23%,2%,2%,13%,4%,-9%
O=C(CSc1nc2ccc(Cl)cc2[nH]1)NCCc1ccccc1,-5%,/,-6%,0%,-5%,-53%[inhibitor],6%,1%
O=C(CCc1nc2ccccc2[nH]1)NCc1ccc2c(c1)OCO2,24%,-4%,5%,10%,-8%,i,-3%,15%
CN1CCN(CCCCOc2ccccc2-c2ccccc2)CC1,-20%,-6%,0%,-2%,0%,i,4%,-13%[0.397 µM]
CC(OC(=O)C1CCN(S(=O)(=O)c2ccccc2C(F)(F)F)CC1)C(=O)N(C)Cc1ccccc1 (configuration not stated),0%,34%,-4%,9%,-1%,-33%,0%,16%
COCCn1c(=O)[nH]c2cc(C(=O)NCCN3CCN(c4ccccc4)CC3)ccc2c1=O,12%,4%,-4%,7%,4%,i,-6%,-4%
O=C(Nc1ccn(CCCNCc2ccccn2)c(=O)n1)OCc1ccccc1,3%,-9%,19%,9%,-10%,-26%,?,22%
O=C(COc1ccc(Cl)cc1Cl)NC(=O)NC1CCCC1,?,0%,-12%,15%,4%,-21%,16%,?
Cc1ccc(S(=O)(=O)NCCN2CCOCC2)cc1C,14%,16%,11%,-1%,-4%,-9%[57.5 µM],-9%,-14%
CN(C(=O)CSc1ncnc2sc3c(c12)CCCC3)C1CCS(=O)(=O)C1 (configuration not stated),-12%,7%,2%,5%,12%,i,-12%,-3%
O=c1[nH][nH]cc1C=NCc1cccnc1,2%,-19%,-6%,5%,5%,i,1%,5%
CCOC(=O)c1c(CN2CCCCC2)n(C)c2ccc(OC)c(S(=O)(=O)c3ccccc3)c12,-3%,-19%,2%,-1%,4%,-4%,2%,13%
CC(=O)Nc1ccc(CN(C)c2c(C)nc3ccc(C(=O)NCCc4ccccn4)cn23)cc1,14%,-7%,-11%,6%,-25%,i,-14%,22%
CCCCOC(=O)Nc1ccc(S(=O)(=O)Nn2cnnc2)cc1,6%,13%,6%,-2%,-1%,-11%,0%,-5%
CC(/C=C\c1ccccc1)=C/C(=O)O,7%,-24%,4%,2%,2%,i,-12%,20%
CCCNC(=O)C1(C)CCN(Cc2cc(C(F)(F)F)ccc2Cl)C1 (configuration not stated),-1%,-22%,-21%,1%,-11%,i,8%,19%
COc1ccccc1N=c1oc2c(OC)cccc2cc1C(=O)NCc1ccco1,0%,3%,-3%[57.1 µM],5%,5%,-5%[57.5 µM],5%,?
O=C(COc1cc(Cl)ccc1Cl)Nc1ccc2c(c1)CCC2,-14%,15%,7%,-5%,-1%,i,-5%,29%
CCn1c(SCC(=O)N/N=C/c2c[nH]c3ccccc23)nnc1-c1ccc(C)cc1,-9%,-15%,7%,12%,7%,-35%[inhibitor],-8%,1%
Cc1ccc(S(=O)(=O)Nn2cnnc2)cc1,-1%,-8%,0%,5%,-1%,-24%,6%,14%
Cn1c(=O)c2c(nc(Oc3cccc(Br)c3)n2C)n(C)c1=O,4%,-11%,-13%,1%,-5%,-25%,5%,13µM*
CCCNC(=O)C1(C)CCCN(C(=O)c2cc3ccccc3s2)C1 (configuration not stated),-8%,-1%,-8%,4%,-1%,-6%,0%,?
CCCCOc1nc2ccccc2nc1NS(=O)(=O)c1ccc(F)cc1,7%,-20%,-3%,4%,-10%,-20%,18%,0%

# Following part
SMILES,EPAC1 antag,FUS suppressor,EPAC2 antag,EPAC2 ag,EPAC1 ag,PTHR1 ag,aSyn rescue,TDP-43 yeast inh
COc1ccccc1CN(C)C(C)C(=O)Nc1cccc(C(C)=O)c1 (configuration not stated),-26%,11%,-3%,11%,9%,-23%,0%,6%
CC(=O)Nc1ccc(C(=O)OCC(=O)N2CC3(C)CC2CC(C)(C)C3)cc1 (configuration not stated),-4%,0%,-9%,-8%,3%,-78%[inhibitor],11%,-22%
O=C(NC1CCCCC1)C1CC(=O)N(c2ccccc2)C1 (configuration not stated),6%,22%,20%,6%,-5%,i,-2%,-22%
CC(=O)OC1CCC(OC(C)=O)c2c1n([O-])c(C)c(C)[n+]2=O (configuration not stated),-3%,-1%,3%,-5%,-1%,i,0%,6%
COc1ccc(NC(=O)Nc2ccc([N+](=O)[O-])cc2)cn1,-3%,19%,?,1%,-1%,-55%[inhibitor],-2%,-30%[inhibitor]
O=C(N/N=C/c1ccncc1)c1cc2ccccc2cc1O,8%,30%,-9%,9%,8%,-19%,-6%,18%
COC(=O)CCCC1=CC2=CC(=O)C(C)(OC(=O)c3cccs3)C(=O)C2=CN1c1ccc(OC)cc1 (configuration not stated),-4%,31%,5%,4%,2%,-10%,0%,-4%
O=C(CCCN1C(=O)C(c2ccccc2)Oc2cccnc21)NCc1ccccc1Cl (configuration not stated),26%,6%,1%,-4%,-3%,-24%,6%,9%
O=C(CC1(O)C(=O)N(CCc2ccccc2)c2ccc(Br)cc21)c1ccccc1 (configuration not stated),/,39%,/,/,/,i,-13%,32µM*
CCOc1cc(NC2CS(=O)(=O)CC2O)c(OCC)cc1NC(=O)c1ccccc1 (configuration not stated),0%,25%,-8%,5%,0%,8%,-5%,4%
CC(C)CNC(=O)C1(C)CCCN1C(=O)c1ccc2c(c1)CCO2 (configuration not stated),-9%,-15%,16%,1%,8%,-3%,0%,11%
COc1cc(C2OC(=O)c3ccccc3S2)cc(OC)c1OC (configuration not stated),-9%,26%,-1%,7%,11%,i,?,-4%
O=C(Nc1ccc2c(c1)OCCO2)c1cccc(C(=O)Nc2ccc3c(c2)OCCO3)c1,-12%,11%,6%,8%,-2%,-20%,1%,6%
Cc1ccccc1OCC(=O)N1CCc2ccccc2C1,-22%,0%,-11%,6%,-2%,i,1%,11%
CC(=O)c1c(C)nc(-c2ccccc2)nc1N,-2%,-37%,6%,11%,13%,i,3%,18%
COC(=O)c1sccc1NC(=S)N1CCCC(C)C1 (configuration not stated),-14%,-20%,5%,4%,15%,-3%,-10%,2%
COC(=O)C1=C(C)NC(=O)/C1=C\c1cc(C)n(-c2c(C)cccc2C)c1C,2%,3%,-17%,10%,6%,-9%[57.5 µM],-67%[inhibitor],0%
O=C(O)c1cccc(S(=O)(=O)N2CCCC(c3nc4c(nnn4Cc4ccccc4Cl)c(=O)[nH]3)C2)c1 (configuration not stated),-2%,6%,0%,5%,11%,-19%,3%,3%
COc1ccc(CC(=O)Nc2cccc3ccccc23)cc1OC,-2%,14%,1%,12%,6%,-16%,0%,-9%
O=C(NCc1ccccc1)C(CCc1ccccc1)n1c(=O)c(-c2ccccc2)nc2ccccc21 (configuration not stated),-13%,?,4%,3%,4%,i,2%,-6%
COc1ccccc1NC(=S)N(Cc1ccco1)Cc1cc2ccc(C)c(C)c2[nH]c1=O,17%,?,0%,10%,28%,-53%[inhibitor],6%,25%
CC(=O)N1CCCc2cc(S(=O)(=O)CCC(=O)N3CCN(c4ccccc4)CC3)ccc21,-8%,5%,0%,5%,-29%,-11%,0%,3%
O=C1COc2ccc(C(=O)COC(=O)c3ccc4ccccc4n3)cc2N1,?,25%,8%,7%,0%,1%[57.5 µM],2%,-2%
O=CN1CCN(C(C(=O)NC2CCCC2)c2cc3c(cc2[N+](=O)[O-])OCO3)CC1 (configuration not stated),-16%,8%,-1%,-4%,8%,-6%,0%,8%
c1ccc(-c2ccc(OCCCNC3CCCC3)cc2)cc1,-11%,12%,-6%,9%,7%,-20%,5%,-8%

# Three of the entries above in order of the EPAC2 antag value, low to high.
Structure,EPAC1 antag,FUS suppressor,EPAC2 antag,PTHR1 ag,aSyn rescue
c1ccc(-c2ccc(OCCCNC3CCCC3)cc2)cc1,-11%,12%,-6%,-20%,5%
O=CN1CCN(C(C(=O)NC2CCCC2)c2cc3c(cc2[N+](=O)[O-])OCO3)CC1 (configuration not stated),-16%,8%,-1%,-6%,0%
O=C(CCCN1C(=O)C(c2ccccc2)Oc2cccnc21)NCc1ccccc1Cl (configuration not stated),26%,6%,1%,-24%,6%

# (further entries)
SMILES,EPAC1 antag,FUS suppressor,EPAC2 antag,EPAC2 ag,EPAC1 ag,PTHR1 ag,aSyn rescue,TDP-43 yeast inh
CC(=O)Oc1ccc(NC(=O)Cc2ccccc2)c(C(=O)O)c1,13%,16%,0%,5%,-7%,i,-4%,0%[1.82 µM]
O=C(COC(=O)c1ccc[nH]c1=O)NC1CCCCCCC1,15%,13%,3%,7%,7%,i,-15%,-5%
COCc1cc(=O)oc2cc(NS(=O)(=O)c3ccc(C)cc3)ccc12,-17%,7%,-2%,11%,2%,i,-4%,0%
COc1ccc(C(c2nnnn2CC2CCCO2)N2CCN(c3ccc(F)cc3)CC2)cc1 (configuration not stated),-3%,17%,7%,10%,-9%,-15%,3%,-7%
CC1=C(C(=O)Nc2ccccn2)C(c2ccc(F)cc2)n2ncnc2N1 (configuration not stated),17%,-11%,-1%,-2%,10%,i,-4%,-8%
Cc1cc(OC(C)C(=O)NCCN2CCOCC2)c2c(C)cc(=O)oc2c1 (configuration not stated),7%,-3%,-3%,7%,4%,-17%,-8%,10%
